Tb MetRS inh: T. brucei MetRS inhibitors, primary screen, biochemical, luminescence; methionyl-tRNA synthetase (Trypanosoma brucei brucei); purified T. brucei MetRS, ATP depletion, Kinase-Glo luminescence; inhibition, % at 11.9 µM; hit rate 0.4% among 360,000; AID 624268, 2012;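 active means inhibition above a per-plate cutoff of the control wells' mean inhibition plus 3 SD, cut at about 5.5% in these data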;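 further: 0% = DMSO wells median and 100% = median of wells with control inhibitor compound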
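Dosing: 11.9 µM compound single dose, 0.9% DMSO; Assay system: purified T. brucei MetRS enzyme; Measured by: Kinase-Glo luciferase luminescence reporting remaining unconsumed ATP; Schedule: 15 min plus 2 h at 25 °C.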
LMPTP block: LMPTP phosphatase inhibitors, primary screen, biochemical, fluorescence intensity, uHTS | recombinant LMPTP-A, OMFP fluorogenic substrate | inhibition, % at 20 µM | hit rate 0.22% among 360,000 | AID 651560, 2012;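 active means compounds that cut the enzyme signal by at least half of the control window in the single-dose screen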;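 further: plate controls were DMSO wells with enzyme plus substrate for no effect and substrate without enzyme for full effect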
Target sequence (P24666 whole entry, looked up): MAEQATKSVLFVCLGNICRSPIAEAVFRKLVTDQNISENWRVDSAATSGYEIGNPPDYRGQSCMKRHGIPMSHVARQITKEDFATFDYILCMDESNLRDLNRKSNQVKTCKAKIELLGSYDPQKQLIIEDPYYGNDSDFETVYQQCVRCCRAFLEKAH
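Material: LMPTP-A; amount: 0.625 nM enzyme; doses: single 20 µM dose; times: reaction 50 min, room temperature, dark; technique: fluorescence intensity of OMFP turnover product; benchmarks: no-enzyme and uninhibited controls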
Scp-1 inhibitor: Scp-1 phosphatase inhibitors, primary screen, biochemical, colorimetric, uHTS; Carboxy-terminal domain RNA polymerase II polypeptide A small phosphatase 1 (Homo …; Recombinant Scp1, phosphopeptide, malachite green phosphate absorbance; inhibition, % at 20 µM; hit rate 0.88% among 340,000; AID 493091, 2011;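 active means inhibition above about 50% at 20 µM, limit read from the data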;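 further: plate controls were DMSO wells with enzyme for no effect and wells lacking enzyme for full effect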
Target sequence (Q9GZU7 76-261 limits assumed): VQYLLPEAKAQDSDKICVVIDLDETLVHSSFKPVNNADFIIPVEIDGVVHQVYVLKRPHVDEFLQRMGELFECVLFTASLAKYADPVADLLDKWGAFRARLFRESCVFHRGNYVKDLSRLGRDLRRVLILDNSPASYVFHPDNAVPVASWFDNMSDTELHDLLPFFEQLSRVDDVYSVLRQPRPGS
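System: truncated SCP-1 phosphatase (76-261aa); medium: Tris acetate buffer pH 5.5 with MgCl2 and Tween-20; incubation: 45 min room-temperature reaction, 5 min colour, 30 min stabiliser; compound: single 20 µM dose, 1% DMSO; reagent: Phosphorylated 17-residue peptide substrate; read-out: % inhibition at 20 µM; technique: colorimetric free-phosphate detection, absorbance 630 nm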
SUMO1-SIM PPI: modulators of SUMO1 protein-protein interactions, primary screen, biochemical, uHTS. Small ubiquitin-related modifier 1 (Homo sapiens), P63165. SUMO1 binding to a labelled peptide, TR-FRET, 1 h. inhibition, % at 20 µM. hit rate 0.33% among 360,000. AID 602429, 2012; in the data active means inhibition above about 37%
Target sequence (P63165 whole entry, looked up): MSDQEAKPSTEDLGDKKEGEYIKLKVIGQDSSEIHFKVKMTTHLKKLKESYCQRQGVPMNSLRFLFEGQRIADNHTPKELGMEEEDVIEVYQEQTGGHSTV
STEP block: STEP phosphatase inhibitors, primary screen, biochemical, fluorescence intensity, uHTS | Tyrosine-protein phosphatase non-receptor type 5 (Homo sapiens), P54829 | recombinant STEP, OMFP fluorogenic substrate | inhibition, % at 20 µM | hit rate 0.25% among 360,000 | AID 588621, 2011;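 active means inhibition at 20 µM, scaled per plate between control wells, above about 37%, limit read from the data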;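 further: 0% = DMSO with enzyme and substrate and 100% = substrate only without enzyme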
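System: STEP phosphatase, cell-free reaction; Buffer or medium: Bis-Tris pH 6.0 buffer with DTT, detergent; Incubation: 20 min at room temperature, dark; Measured by: fluorescence, 480/540 nm.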
DNMT1 block: human DNMT1 methyltransferase inhibitors, primary screen, biochemical, molecular beacon, fluorescence, HinP1I cleavage, uHTS | DNA (cytosine-5)-methyltransferase 1 (Homo sapiens), P26358 | inhibition (reported as % activation of signal), % at 10 µM | hit rate 0.83% among 360,000 | AID 588458, 2011; in the data active means inhibition above about 50%
NadD block: inhibitors of S. aureus NadD, primary screen, biochemical, colorimetric, uHTS. Nicotinate-nucleotide adenylyltransferase NadD (Staphylococcus aureus N315). purified NadD enzyme, colorimetric absorbance read-out. inhibition, % at 20 µM. hit rate 0.78% among 360,000. AID 602399, 2012; in the data active means inhibition above about 26%; further: some compounds past the cut are filed as inactive
Rpn11 inh: Rpn11 (PSMD14) deubiquitinase inhibitors, primary screen, biochemical, fluorescence polarization, uHTS. calls only at 20 µM. 26S proteasome non-ATPase regulatory subunit 14 (Homo sapiens), O00487. hit rate 0.59% among 360,000. human 26S proteasome, Ub4-pepOG fluorescence polarization; 20S core pre-blocked with epoxomicin;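 active means inhibition at 20 µM, scaled to each plate's controls, above about 33%, limit read from the data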
Target sequence (O00487 whole entry, looked up): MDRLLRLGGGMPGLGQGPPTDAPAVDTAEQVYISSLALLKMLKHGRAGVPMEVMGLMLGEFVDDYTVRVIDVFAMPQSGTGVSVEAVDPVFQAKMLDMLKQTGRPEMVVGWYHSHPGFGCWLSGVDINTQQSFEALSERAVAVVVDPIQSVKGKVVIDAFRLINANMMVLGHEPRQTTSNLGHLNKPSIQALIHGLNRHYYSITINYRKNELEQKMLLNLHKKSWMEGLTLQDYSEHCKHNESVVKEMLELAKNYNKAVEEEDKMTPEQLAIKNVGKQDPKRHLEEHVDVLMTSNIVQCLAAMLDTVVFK
CSN deneddyl inh: inhibitors of CSN-mediated cullin deneddylation, primary screen, biochemical, fluorescence polarization, uHTS | COP9 signalosome complex subunit 5 (Homo sapiens), Q92905 | inhibition, % at 12.5 µM | Purified CSN, SCF-Nedd8-OG deneddylation | AID 651999, 2013 | hit rate 0.38% among 360,000;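 active means pattern-corrected inhibition above about 35%, with an unprinted fluorescence ratio check between 0.5 and 1.5, limit read from the data, passing the limit was not always enough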;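 further: 0% = enzyme with substrate and 100% = substrate without enzyme; some results filed as inactive read as strong as hits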
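Assay system: purified human Csn5 enzyme expressed in HEK293T cells; measure: % inhibition; also added: SCFSkp2-Nedd8OG substrate at 10 nM final; technique: fluorescence polarization; times: reaction 90 min, room temperature; medium: Tris buffer pH 7.5, NaCl, DTT, Tween-20, trehalose, ovalbumin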
MsrA inh: bovine MsrA enzyme inhibitors, primary screen, biochemical, absorbance, HTS. inhibition, % at 15.5 µM. AID 651718, 2012. purified bovine MsrA, absorbance read-out. hit rate 0.75% among 360,000; in the data active means inhibition above about 4.5%;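 further: 0% = vehicle wells with enzyme and 100% = reference inhibitor wells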
Active calls of the source: *; i = inactive; . = not tested or not shown; + = active, no number; & = joins results of further samples.

SMILES	Tb MetRS inh	LMPTP block	Scp-1 inhibitor	SUMO1-SIM PPI	STEP block	DNMT1 block	NadD block	Rpn11 inh	CSN deneddyl inh	MsrA inh
C=CC1CN2CCC1CC2C(OC(C)=O)c1ccnc2ccc(OC)cc12 (stereo not drawn)	-0.4	0.3	-9	-1	-3	0	-7	i	6	0.5
O=c1[nH]c(=S)n(Cc2ccc(F)cc2)c(O)c1C=NCC1CCCO1 (stereo not drawn)	-0.8	-1.7	-11	5	-2	-3	-2	i	-2	5.7*
COc1ccc(/C=C2\C(=O)NC(=S)N(C)C2=O)cc1C	0.0	-0.2	100*	72*	95*	94*	-3	+	22	0.4
COc1ccc2c(CCN)c[nH]c2c1	-0.6	-1.1	-3	1	-3	1	-3	i	-2	0.1
CN1CCN(c2ncnc3c2cnn3C)CC1	0.1	-1.8	-3	-1	-1	3	-4	i	-2	-1.0
CCC/C(=N\O)c1c[nH]c2ccccc12	-0.5	-0.1	-6	5	2	-1	29	i	-3	-0.7
Cc1ccc(CN2CCN(Cc3ccccc3)CC2)cc1	-0.8	-0.1	1	-3	-2	1	-6	i	1	0.8
CCc1nn(CC(=O)N2CCC3(CC2)OCCO3)c(=O)c2cccn12	-0.2	-0.5	-1	-3	-3	6	-1	i	3	0.3
CN1C(=O)C(c2ccccc2)C(=O)N(C)C1=O	0.1	-2.4	-7	-1	0	-3	3	i	-1	0.5
C=CCOC(=O)c1ccccc1N	-0.6	1.3	3	5	1	1	4	i	-4	0.5
COc1ccc(OCC#CCN2CCC(C)CC2)cc1	-1.7	-1.4	-3	2	-2	-3	-5	i	-2	-0.5
O=C(Cc1ccccc1)OCC(=O)N1CCN(S(=O)(=O)c2ccc(Cl)cc2)CC1	-0.7	0.6	1	2	-2	5	-7	i	5	-0.6

Quoted at random: 2 compounds from above, in no set order.
SMILES	Tb MetRS inh	LMPTP block	Scp-1 inhibitor	SUMO1-SIM PPI	STEP block	DNMT1 block	NadD block	Rpn11 inh	CSN deneddyl inh	MsrA inh
CN1CCN(c2ncnc3c2cnn3C)CC1	0.1	-1.8	-3	-1	-1	3	-4	i	-2	-1.0
CN1C(=O)C(c2ccccc2)C(=O)N(C)C1=O	0.1	-2.4	-7	-1	0	-3	3	i	-1	0.5

The results go on.
SMILES	Tb MetRS inh	LMPTP block	Scp-1 inhibitor	SUMO1-SIM PPI	STEP block	DNMT1 block	NadD block	Rpn11 inh	CSN deneddyl inh	MsrA inh
CCCCn1c(=O)c(C=Nc2ccc(Cl)cc2)c(O)n(Cc2ccco2)c1=O	2.7	1.2	-9	4	2	1	3	.	7	1.8
COC(=O)C1=C(c2cc3ccccc3o2)C[C@@H]2CC[C@H]1N2C(=O)NCc1ccco1	-0.2	0.9	-8	-6	-1	-1	0	i	-6	1.1
CCCC(C)CC1(CCO)C(=O)NC(=S)NC1=O (stereo not drawn)	-0.1	-0.9	-2	-1	-2	-1	3	i	-3	-1.2
COC(=O)C1=C(c2ccc(C(C)=O)cc2)C[C@@H]2CC[C@H]1N2C(=O)NCCCOC(C)C	-0.2	-0.1	-2	4	1	3	0	i	-5	-0.2
O=[N+]([O-])/C=C/c1c(Cl)cccc1Cl	-0.2	0.6	5	1	4	8	9	i	0	0.8
O=P(Nc1ccccc1)(Nc1ccccc1)Oc1ccc(Cl)cc1	0.2	0.4	-5	0	-3	-5	4	i	7	.
CC12C=CC(=O)C=C1CCC1C2C(O)CC2(C)C1CCC2(C)O (stereo not drawn)	-0.3	-0.7	-12	2	-2	4	0	i	-7	0.6
CCOC(=O)[C@]12Cc3cc(Cl)ccc3[C@H]1N(C)C(=O)c1ccccc12	0.6	3.2	.	3	.	.	9	.	-4	1.2
C=CCN1CC[C@]23c4c5ccc(O)c4O[C@H]2C(=O)CC[C@@]3(O)[C@H]1C5	-1.0&-1.3	-1.0&2.1	-6&-17	-6&-5	-2&-2	-2&-4	-2&3	i	-3&-3	1.9&0.9
CCC(=Nc1ccc2c(c1)CCC2)c1c(O)n(C)c(=O)n(C)c1=O	-0.2	1.0	17	3	0	3	-4	i	-1	-0.2
Cc1ccc(S(=O)(=O)N2CCCC2c2cccnc2)cc1 (stereo not drawn)	-1.1	-1.3	-11	-2	1	4	-9	i	-2	-0.6
O=C(c1ccc(CS(=O)(=O)c2ccc(Br)cc2)o1)N1CCC2(CC1)OCCO2	-0.6	-1.2	-8	-1	4	-3	-5	i	0	1.8
CC1CCC(C(C)C)C(OC(=O)COC(=O)c2ccccc2N)C1 (stereo not drawn)	-0.1	4.3	-1	2	4	1	9	i	5	0.9
CCC(c1nnnn1-c1ccc2c(c1)OCCO2)N1CCC(n2c(=O)[nH]c3ccccc32)CC1 (stereo not drawn)	-0.1	1.7	.	7	2	-4	-1	i	2	-1.9
COc1ccc(N2C(=O)NC(=O)/C(=C\c3cn(CC(=O)N4CCOCC4)c4ccccc34)C2=O)c(OC)c1	0.0	0.7	-7	4	2	5	8	i	1	-0.2
CC1[C@H]2Cc3ccc(O)cc3[C@]1(C)CCN2CCc1ccccc1 (stereo partly drawn)	-0.7	0.3	-6	3	0	-7	0	i	3	-1.5
COc1c(/C=C2/C(=O)NC(=O)N(C)C2=O)c(CCN(C)C(=O)c2ccccc2)cc2c1OCO2	-2.1	-1.0	-1	7	0	2	5	i	2	0.6
CC(C)=CCN1CC[C@@]2(C)c3cc(O)ccc3C[C@@H]1C2C (stereo partly drawn)	-1.3	0.0	-8	20	4	-1	-3	i	0	0.0
CC(=O)C1CCC2C3CCC4CC(O)CCC4(C)C3C(=O)CC12C (stereo not drawn)	-0.3	-1.1	-5	3	-4	1	-7	i	0	-0.1
O=C1CC(=O)N(c2ccc(Cl)cc2)C(=O)N1	0.9	-1.7	-8	-1	-2	-2	7	i	14	0.3
CN1CCc2nc(SCc3ccccc3Br)c(C#N)cc2C1	-0.5	5.8	-21	-15	-1	39	24	i	7	0.0
O=P(/C(=N/O)N1CCCCC1)(N1CCOCC1)N1CCOCC1	-0.8	-0.2	-44	1	-1	4	-7	i	-2	-2.2
Cn1c(O)c(C=Nc2cccc(C(F)(F)F)c2)c(=O)n(C)c1=O	-0.4	-1.2	-12	0	-3	2	-6	i	2	0.1
COc1ccccc1N1CCN(Cc2ccccc2Cl)CC1	0.2	0.2	-9	-9	-8	4	7	i	0	-1.1

The final 2 entries of the part above come first, to join the parts.
SMILES	Tb MetRS inh	LMPTP block	Scp-1 inhibitor	SUMO1-SIM PPI	STEP block	DNMT1 block	NadD block	Rpn11 inh	CSN deneddyl inh	MsrA inh
Cn1c(O)c(C=Nc2cccc(C(F)(F)F)c2)c(=O)n(C)c1=O	-0.4	-1.2	-12	0	-3	2	-6	i	2	0.1
COc1ccccc1N1CCN(Cc2ccccc2Cl)CC1	0.2	0.2	-9	-9	-8	4	7	i	0	-1.1
COc1ccc(CC2(CCc3ccncc3)C(=O)NC(=O)NC2=O)cc1	-0.4	1.0	-4	4	-3	2	-6	i	0	1.5
CN(C)CCn1cnc2ccccc21	-0.3	-1.7	-1	-1	3	-2	2	i	2	-1.8
COc1ccc(C(O)P(=O)(OC(C)C)OC(C)C)cc1 (stereo not drawn)	0.2	-0.6	1	1	0	0	-4	i	1	0.3
CC1CCCC(NC(=O)COC(=O)Cc2ccccc2)C1C (stereo not drawn)	-0.3	-1.1	3	0	1	-2	-5	i	1	0.6
COc1cc(CC2C(=O)N(C)C(=O)N(C)C2=O)ccc1OCc1ccccc1	-0.6	1.4	-1	1	-1	-4	5	i	4	-0.2
NP(=O)(Nc1ccccc1)Nc1ccccc1	-0.3	-0.8	-2	-3	0	2	-2	i	-5	1.6
CCN1CCN(Cc2cc(Br)cc(Br)c2O)CC1	0.2	-3.8	-8	3	2	6	0	i	3	-0.6
O=C1NC(=O)N(c2ccc3c(c2)OCO3)C(=O)/C1=C/c1cccs1	-0.6	-2.0	-6	6	-2	4	4	i	4	-1.4
COC(=O)C1=C(c2ccc(OC)c(OC)c2)C[C@@H]2CC[C@H]1N2C(=O)NCCc1ccccc1	-0.2	-0.1	-14	0	0	2	3	i	0	-0.2
Cc1ccccc1NC1=NCC(C)S1 (stereo not drawn)	0.3	-0.9	-6	6	-4	0	-2	i	-4	-0.4
Brc1ccc(-[n+]2c(-c3ccccc3)cc(-c3ccccc3)cc2-c2ccccc2)cc1	-0.1	4.1	17	-24	4	5	7	i	1	2.1
Cc1cc(OC(=O)N(C)C)n(-c2ccccc2)n1	0.3	-0.5	-7	-4	0	-1	-5	i	-4	-1.2
CC(N)Cc1c[nH]c2c1ccc1ccccc12 (stereo not drawn)	-0.8	-0.9	1	-2	-1	-1	0	i	3	-0.6
COc1cc([C@@H]2c3cc4c(cc3[C@@H](OC)[C@H]3COC(=O)[C@H]23)OCO4)cc(OC)c1O	-0.2	-1.4	-5	-3	-3	1	-7	i	-5	0.2

3 structures from above, ordered by heavy-atom count, rising:
SMILES	Tb MetRS inh	LMPTP block	Scp-1 inhibitor	SUMO1-SIM PPI	STEP block	DNMT1 block	NadD block	Rpn11 inh	CSN deneddyl inh	MsrA inh
Cc1ccccc1NC1=NCC(C)S1 (stereo not drawn)	0.3	-0.9	-6	6	-4	0	-2	i	-4	-0.4
COc1ccc(CC2(CCc3ccncc3)C(=O)NC(=O)NC2=O)cc1	-0.4	1.0	-4	4	-3	2	-6	i	0	1.5
COc1cc([C@@H]2c3cc4c(cc3[C@@H](OC)[C@H]3COC(=O)[C@H]23)OCO4)cc(OC)c1O	-0.2	-1.4	-5	-3	-3	1	-7	i	-5	0.2

Assay outcomes deposited in PubChem by several laboratories.

Some of the compounds tested. The share of hits here may be higher or lower than overall.
